Screening data (PubChem BioAssay)
yeast cln2 rad14: NCI yeast anticancer drug screen, S. cerevisiae cln2 rad14 strain | % growth inhibition at 50 µM | hit rate 8.3% among 78,000;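 note: 0% = growth of vehicle-only cultures of the same strain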
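The screen exposed genetically defined yeast (cln2 rad14) to test compounds and scored growth inhibition relative to vehicle-treated controls.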
mlh1 rad18: NCI yeast anticancer drug screen, S. cerevisiae mlh1 rad18 strain. % growth inhibition at 50 µM. hit rate 11% among 79,000;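 note: 0% = growth of vehicle-only cultures of the same strain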
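Read-out is yeast growth inhibition, calculated against vehicle-only controls. The compound was applied to a strain engineered with DNA damage repair alterations.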
yeast sgs1 mgt1: NCI yeast anticancer drug screen, S. cerevisiae sgs1 mgt1 strain. % growth inhibition at 50 µM. hit rate 10% among 78,000. AID 161, 2004;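 note: 0% = growth of vehicle-only cultures of the same strain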
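This yeast growth screen uses a strain with defined DNA-repair lesions; compound-treated growth is compared with vehicle-treated growth.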
bub3: NCI yeast anticancer drug screen, S. cerevisiae bub3 mutant strain | growth inhibition, % at 50 µM | hit rate 9.9% among 78,000;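 note: 0% = growth of vehicle-only cultures of the same strain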
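Compounds were applied to a genetically altered yeast strain carrying a cell-cycle control defect. Growth inhibition was scored against vehicle-treated controls.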
mec2-1: NCI yeast anticancer drug screen, S. cerevisiae mec2-1 strain. growth inhibition, % at 50 µM. hit rate 9% among 79,000. AID 157, 2004;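 note: 0% = growth of vehicle-only cultures of the same strain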
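Readout is yeast growth inhibition, normalised to vehicle-treated controls, in the mec2-1 strain exposed to compound.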
yeast rad50: NCI yeast anticancer drug screen, S. cerevisiae rad50 strain; growth inhibition, % at 50 µM; hit rate 10% among 79,000; AID 155, 2004;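 note: 0% = growth of vehicle-only cultures of the same strain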
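Vehicle-treated cultures provide the reference for the growth inhibition reported for compound-exposed, repair-deficient yeast.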
Active calls of the source: *; . = not tested or not shown; & = joins results of further samples; ! = not confirmed by another sample. Cut-off read from the data, not from the text of the source: active = growth inhibition above about 70%; inactive = the rest. A portion of the library. The share of hits here may be higher or lower than overall.

molecule	yeast sgs1 mgt1	yeast rad50	mlh1 rad18	bub3	yeast cln2 rad14	mec2-1
COC(=S)NP(=O)(NC(=S)OC)NC(=S)OC	10	12	8	-2	-35	-3
CC(Cl)(C=O)c1ccccc1 (stereo unspecified)	21	20	18	3	-24	19
O=P1(O)NP(=O)(O)NP(=O)(O)NP(=O)(O)N1	-10	-9	-4	-18	-5	3
O=C(O)CC1OCC=C2CN3CCC45C6=CC(=O)C(=O)C([N+](=O)[O-])=C6NC4C1C2CC35 (stereo unspecified)	-27	38	5	9	9	8
COc1cc(C=Nc2ccc(C(=O)O)c(O)c2)ccc1N(CCCl)CCCl	65	61	49	-4	41	15
N=P(c1ccccc1)(c1ccccc1)c1ccccc1	-17	47	-16	-6	30	1
CP(=O)(O)C(N)c1ccccc1 (stereo unspecified)	11	-8	-79	8	17	-4
N/C(=N\N=C\c1ccc(O)cc1O)N[N+](=O)[O-]	-3	12	4	4	-42	-1
O=C(OC1CCCCC1)c1ccccc1C(=O)OC1CCCCC1	-1	-6	-6	4	-60	-44
O=C(Oc1ccc(S(=O)(=O)F)cc1Cl)c1ccc([N+](=O)[O-])cc1	95*	93*	94*	60	93*	68
CN(C)c1n2c3ccc([N+](=O)[O-])cc3n3c(N(C)C)[n+]4ccccc4c3c2c2cccc[n+]12	-22	-14	-8	-32	20	-30
O=[N+]([O-])/C=C/c1ccc(Cl)cc1	99*	99*	100*	99*	99*	100*
CC(O)CN(CCN(CC(C)O)CC(C)O)CC(C)O.[Cl-].[Zn+2] (stereo unspecified)	17	15	6	9	11	9
Cc1ccc(C(O)(c2ccc(C)cc2)c2ccccn2)cc1	-7	-7	-35	9	-14	17
CSP(=S)(SC(C)C)SC(C)C	13	14	29	0	4	6
CC(=O)Nc1nc(CC(N)C(=O)O)c[se]1 (stereo unspecified)	13	-5	4	-2	-7	-8

Six compounds from above, arranged by formula weight, rising.
molecule	yeast sgs1 mgt1	yeast rad50	mlh1 rad18	bub3	yeast cln2 rad14	mec2-1
CSP(=S)(SC(C)C)SC(C)C	13	14	29	0	4	6
Cc1ccc(C(O)(c2ccc(C)cc2)c2ccccn2)cc1	-7	-7	-35	9	-14	17
O=C(OC1CCCCC1)c1ccccc1C(=O)OC1CCCCC1	-1	-6	-6	4	-60	-44
O=C(Oc1ccc(S(=O)(=O)F)cc1Cl)c1ccc([N+](=O)[O-])cc1	95*	93*	94*	60	93*	68
CC(O)CN(CCN(CC(C)O)CC(C)O)CC(C)O.[Cl-].[Zn+2] (stereo unspecified)	17	15	6	9	11	9
CN(C)c1n2c3ccc([N+](=O)[O-])cc3n3c(N(C)C)[n+]4ccccc4c3c2c2cccc[n+]12	-22	-14	-8	-32	20	-30

The results go on.
molecule	yeast sgs1 mgt1	yeast rad50	mlh1 rad18	bub3	yeast cln2 rad14	mec2-1
CCN(CC)C(=S)Cl	0	-35	-24	19	-2	-29
O=C1C2CC(CN3CCCCC23)C2CCCCN12 (stereo unspecified)	19	-5	-24	-4	8	-24
CCOP(=O)(CC)C(Cl)(Cl)Cl (stereo unspecified)	-6	2	-2	6	-24	-18
CNCCc1c[nH]c2ccc(O)cc12	-1	-2	-11	19	-39	-9
CC(Cc1ccc(Cl)cc1Cl)NO (stereo unspecified)	-16	16	-2	-43	-26	-12
NCCN.O=C([O-])[O-].O=C([O-])[O-].[Co+3].[K+]	5	2	-6	-9	13	5
O=C1C=CC(=O)c2ccccc21	11	-9	47	4	22	43
C[As](C)SCC1OC2OC(C)(C)OC2C2OC(C)(C)OC12 (stereo unspecified)	92*	91*	90*	92*	90*	92*
Cn1c(=O)c2[nH]c(/N=N/N(CCCl)CCCl)nc2n(C)c1=O	-5	1	0	18	-28	-13
CC1(Cc2ccccc2)OCCO1	9	8	17	2	-17	13
N.N.N.N.O=C([O-])C(=O)O.O=C([O-])C(=O)[O-].[Co+3]	-11	-3	-12	12	14	2
N#CCCCCC#N	11	8	13	-12	-3	0
CN(C)CCC1(CCN(C)C)C(=O)CCc2ccccc21	-19	-6	-14	3	-15	-17
[Cu+2].[O-]c1ccc2ccccc2c1N=Nc1ccccc1.[O-]c1ccc2ccccc2c1N=Nc1ccccc1	-13	-70	-12	2	-16	-13
O=C(c1ccccc1)C1CN(C2CCCC2)C1c1ccccc1 (stereo unspecified)	-2	-10	16	10	-27	8
ClCCN(CCCl)Cc1c2ccccc2cc2c1ccc1ccccc12	47	49	66	-2	-38	9

Looked up one by one from above (2):
molecule	yeast sgs1 mgt1	yeast rad50	mlh1 rad18	bub3	yeast cln2 rad14	mec2-1
O=C(c1ccccc1)C1CN(C2CCCC2)C1c1ccccc1 (stereo unspecified)	-2	-10	16	10	-27	8
CC1(Cc2ccccc2)OCCO1	9	8	17	2	-17	13

(list continues)
molecule	yeast sgs1 mgt1	yeast rad50	mlh1 rad18	bub3	yeast cln2 rad14	mec2-1
CCC(C(=O)NC1CN2CCC1CC2)c1ccccc1 (stereo unspecified)	-27	-6	-13	-3	-3	-23
O=[N+]([O-])c1ccc(NP(=S)(Nc2ccc([N+](=O)[O-])cc2)c2ccccc2)cc1	92*	93*	94*	95*	91*	96*
CCC[CH2][Sn]([Cl])([CH2]C)[O][Sn]([Cl])([CH2]C)[CH2]CCC (stereo unspecified)	90*	84*	90*	89*	91*	88*
COc1cc2c(cc1OC)C13CC[N+]4([O-])CC5=CCOC6CC(=O)N2C1C6C5CC34 (stereo unspecified)	-12&-11	-35&-16	-18&-11	-7&6	7&8	-40&-38
C/C=C1\CN2CCC34c5ccccc5N5C(=O)CCC(C1CC23)C54 (stereo unspecified)	.	3	53	.	.	-6
CNC(=O)Oc1cccc(N=CN(C)C)c1	0	8	17	-20	10	1
CC(C)[CH2][Sn]([CH2]C(C)C)([CH2]C(C)C)[C](C)(C)C	100*	99*	100*	99*	99*	100*
N#CC1(c2ccccc2)CCN(C2(c3ccccc3)CCCCC2)CC1	-6	-23	-30	-4	4	-30
[CH3][Sn]1([CH3])[O]C(=O)c2ccccc2C(=O)[O]1	24	7	-14	-13	-13	16
CC1=C(C)C(=O)O[C@@H]([C@](C)(O)[C@]2(O)CC[C@@]3(O)[C@@H]4C[C@H]5O[C@]56CC=CC(=O)[C@]6(C)[C@H]4CC[C@]23C)C1	44	45	40	46	27	65
CCC[CH2][Sn]1([CH2]CCC)[O]CC(CN2CCCCC2)[O]1 (stereo unspecified)	83*	83*	87*	88*	78*	85*
O=C1NC(=S)NC(=O)C1Cc1ccc2c(c1)OCO2	-11	-8	-27	2	-62	-7
[CH3][Pb]([CH3])([CH3])[O]C(=O)c1ccc([N+](=O)[O-])cc1	25	29	42	1	9	-41
CC1C2CCN(C)C1Cc1ccc(O)cc12 (stereo unspecified)	5	10	14	-2	2	14
C[P+](CCl)(CCl)CCl	-12	5	-10	-8	-7	-6
Cc1csc2sc3ccccc3[n+]12	0	6	-34	-12	-6	-7
O=C(Cl)c1ccc(S(=O)(=O)F)cc1	-3	-1	-1	-18	9	-5
CCCCOP(=O)(Nc1ccc(Cl)cc1)OCCCC	100*	99*	100*	99*	99*	100*
C/C(=N/NC(N)=S)c1ccc(Cl)cc1	94*	97*	97*	95*	92*	97*
COc1cc([C@@H]2c3cc4c(c(O)c3C[C@H]3COC(=O)[C@@H]32)OCO4)cc(OC)c1OC	3&3	13&-6	30&28	23&15	16&0	8&9
C1CCN2CC3CCCN4CCCC(C2C1)C34 (stereo unspecified)	-16&7	7&6	-85&-96	-7&-12	0&0	-1&-22
CCC[CH2][Pb]([CH2]CCC)([O]C(C)=O)[O]C(C)=O	94*	90*	91*	92*	92*	93*
O=NNc1ccncc1	18	27	25	34	14	-3
CN1C(=O)C(=Cc2cccc([N+](=O)[O-])c2)C(=O)N(C)C1=O	2	17	-10	11	26	14
O=C(Cl)c1ccc[nH]1	-14	-1	0	-26	21	-14
CC(CCl)N1CCCCCC1 (stereo unspecified)	8	-14	-7	5	-21	-17
NC1(C(=O)O)CCCC1	-15	-21	-28	-2	-64	-22
O=c1cccc2n1CC1CNCC2C1 (stereo unspecified)	-16	11	-22	16	8	13
C1Cn2nnnc2N1	-4	-9	-2	-5	5	-6
CCCCCCCCCCBr	-12	30	-38	17	25	17
N#CC(C#N)=Cc1ccc(Cl)cc1Cl	-19	-5	32	-1	-6	-24
C=C(C(=C)P(=S)(C(C)C)C(C)C)P(=S)(C(C)C)C(C)C	5	-9	-3	-7	24	-11
CCOC(=O)C[S][Sn]([Cl])([Cl])[S]CC(=O)OCC	-4	1	-18	-5	-32	-1
O=C(O)C1C2C=CC(C2)C1c1ccccc1 (stereo unspecified)	-7&7	4&11	6&11	96*!	1&0	10&1
O=C(O)C(F)(F)F	4	-10	-5	11	-34	14
CCOP(=O)(OCC)/C(=C/c1ccccc1)CC(C)=O	-33	28	-27	-22	13	-19
O=C1NCC2C3CCC(O3)C12 (stereo unspecified)	8	-6	-12	-17	-10	-16
O=C(C[n+]1ccccc1)C1CCc2ccccc2C1 (stereo unspecified)	-2	9	3	-21	39	6
Cc1cc(S(=O)(=O)F)ccc1NC(=O)NCc1ccc(N2C(N)=NC(N)=NC2(C)C)cc1	-4	-6	-8	-9	-38	-18
Cc1cc(N(CCCl)CCCl)ccc1C1N(Cc2ccc(N(CCCl)CCCl)cc2Cl)CCCN1Cc1ccc(N(CCCl)CCCl)cc1Cl	98*	98*	99*	98*	97*	99*
C/C=C/C(C)C1(C(C)C)C(=O)NC(=O)NC1=O (stereo unspecified)	0	11	5	3	17	13
[N-]=[N+]=CC(=O)CCC(N)C(=O)O (stereo unspecified)	-28	7	-3	-15	-15	7
c1ccc(C(C(=Nc2ccc(Cc3ccc(N=C(C(c4ccccc4)c4ccccc4)N4CC4)cc3)cc2)N2CC2)c2ccccc2)cc1	94*	86*	92*	86*	77*	93*
COc1cccc(C2N(Cc3ccc(N(CCCl)CCCl)cc3C)CCCN2Cc2ccc(N(CCCl)CCCl)cc2C)c1O	65	28	40	1	-13	10
CCCNC(Cc1ccccc1)c1ccco1 (stereo unspecified)	-3	7	17	-6	-30	-8
c1ccc(-c2ccc3[nH]c4ccccc4[n+]3c2)cc1	4	-5	18	40	-22	6
CCCCCCCC(N)CC(=O)O (stereo unspecified)	-16	-24	-8	-37	-1	-44
O=C(O)C1CC=CC2COC(=O)C21 (stereo unspecified)	-5	-5	8	-16	1	-2
OC1CCCC2CCCNC12 (stereo unspecified)	90*	86*	91*	92*	86*	90*
CCCCN(CCCC)CC(=O)c1ccc(I)cc1	68	59	30	59	47	-2
C=CC(=O)OCCN(C)C	-4	2	2	2	0	-5
CCOP(=O)(OCC)Oc1ccc(SC)cc1	-10	-8	-15	13	-15	-14
CN1CCCC(O)(C(=O)c2ccccc2)C1 (stereo unspecified)	1	4	13	-9	-16	-15
Cc1cccc(-n2cnc3c(N(CCCl)CCCl)ncnc32)c1	-11	10	-14	5	7	-11
COc1cc2c(ccc3c4cc(OC)c(OC)cc4c[n+](C)c23)cc1O	-10	-22	-66	-24	16	-18
CCCN(CCC)CC(O)c1ccc(Br)cc1 (stereo unspecified)	5	5	21	0	-3	-6

New compounds follow
molecule	yeast sgs1 mgt1	yeast rad50	mlh1 rad18	bub3	yeast cln2 rad14	mec2-1
CNc1cccc2ccccc12	-54	-3	0	-29	-36	-14
CCOP(=O)(Oc1ccc([N+](=O)[O-])cc1)c1cccc(Cl)c1 (stereo unspecified)	1	37	-6	24	13	43
O=S(O)O.O=S(O)O.[Co].[NH2-].[NH2-].[NH2-].[NH2-]	2	-6	16	-5	48	29
CC(C)c1cc([N+](=O)[O-])cc([N+](=O)[O-])c1O	86*	82*	81*	56	58	62
O=c1ccc2cc3ccoc3c(O)c2o1	26	29	18	11	31	0
O=C1c2ccccc2CCC1Cl (stereo unspecified)	4	13	15	-2	-7	-2
CCOC(=O)/C(=C/c1ccco1)P(=O)(OCC)OCC	4	1	-13	-14	14	-25
N#CC(C#N)=Cc1ccc(F)cc1	-19	-7	-16	16	-16	5
CC(CO)([N+](=O)[O-])[N+](=O)[O-]	0	7	7	5	0	5
O=S(=O)(Cl)OO/C=C\OOS(=O)(=O)Cl	13	18	-2	11	-19	3
CN(C)C(=O)Oc1ccc(C2CCCN2C)cn1 (stereo unspecified)	4	4	-23	-6	-13	5
CC(Cl)CN1CCN(CC(C)Cl)CC1 (stereo unspecified)	34	3	-10	32	4	-17
CCOC(=O)/C(=C\c1cccc(OC)c1)[Se]c1ccccc1	10	11	7	13	4	-13
CC(C)OP(=S)(S)OC(C)C	26	28	7	-20	17	14
CCOP(=O)(OCC)Oc1cc(C)c(C#N)c(C)c1	20	10	3	19	12	5
